High-throughput results (PubChem BioAssay)
IMPase inh = qHTS Assay for Identifying the Cell-Membrane Permeable IMPase Inhibitors | CHO-M1 cells, IP1 accumulation, HTRF TR-FRET ratio | inhibition (IP1 accumulation), % at 46.1 µM | 120,000 tested, under 10 active | AID 901, 2007; active = well fitted curve in the direction sought with a large enough effect in the signal ratio, not every such curve was filed as active; inconclusive = small, poorly fitted or top-dose-only effect, or a change in a side signal; inactive = no such curve, though single readings can be large or run the other way; the % refers to the signal ratio;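 also: cells stimulated with carbachol in lithium chloride buffer; plate controls were DMSO basal wells for no effect and reference inhibitor wells for full effect; higher means more IMPase inhibition seen as more IP1 and lower FRET ratio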
Target sequence (P97697 whole entry, looked up): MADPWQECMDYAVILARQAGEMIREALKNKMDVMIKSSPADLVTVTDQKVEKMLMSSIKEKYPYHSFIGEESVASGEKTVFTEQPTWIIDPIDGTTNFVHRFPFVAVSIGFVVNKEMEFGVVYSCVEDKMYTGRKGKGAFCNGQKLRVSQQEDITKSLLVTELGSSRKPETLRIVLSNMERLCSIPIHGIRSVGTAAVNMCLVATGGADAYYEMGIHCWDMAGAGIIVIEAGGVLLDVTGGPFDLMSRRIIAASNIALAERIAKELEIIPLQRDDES
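CHO-M1, 2000 cells/well, cultured 16–30 h; cpd up to 46 uM; carbachol (50 uM solution, stimulation buffer w/ 50 mM LiCl, pH 7.4), 30 min 37C; IP-One TR-FRET, 10 min RT; Ex 320/Em 665, 620; Hill-fit AC50.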
12-hLO inh = qHTS Assay for Inhibitors of 12-hLO (12-human lipoxygenase). purified 12-hLO, xylenol orange hydroperoxide absorbance. actives 0.12% (n = 150,000). Polyunsaturated fatty acid lipoxygenase ALOX12 (Homo sapiens), P18054. Potency, µM (titrated, usually from 57.1 µM), without a hit: top-dose activity change, negative = inhibition, usual class: inhibitors; also: potency is read from the fitted curve at half-maximal effect; nearly all actives have a fitted effect of over 55% in size; many of its hits are not listed in these tables
Target sequence (P18054 whole entry, looked up): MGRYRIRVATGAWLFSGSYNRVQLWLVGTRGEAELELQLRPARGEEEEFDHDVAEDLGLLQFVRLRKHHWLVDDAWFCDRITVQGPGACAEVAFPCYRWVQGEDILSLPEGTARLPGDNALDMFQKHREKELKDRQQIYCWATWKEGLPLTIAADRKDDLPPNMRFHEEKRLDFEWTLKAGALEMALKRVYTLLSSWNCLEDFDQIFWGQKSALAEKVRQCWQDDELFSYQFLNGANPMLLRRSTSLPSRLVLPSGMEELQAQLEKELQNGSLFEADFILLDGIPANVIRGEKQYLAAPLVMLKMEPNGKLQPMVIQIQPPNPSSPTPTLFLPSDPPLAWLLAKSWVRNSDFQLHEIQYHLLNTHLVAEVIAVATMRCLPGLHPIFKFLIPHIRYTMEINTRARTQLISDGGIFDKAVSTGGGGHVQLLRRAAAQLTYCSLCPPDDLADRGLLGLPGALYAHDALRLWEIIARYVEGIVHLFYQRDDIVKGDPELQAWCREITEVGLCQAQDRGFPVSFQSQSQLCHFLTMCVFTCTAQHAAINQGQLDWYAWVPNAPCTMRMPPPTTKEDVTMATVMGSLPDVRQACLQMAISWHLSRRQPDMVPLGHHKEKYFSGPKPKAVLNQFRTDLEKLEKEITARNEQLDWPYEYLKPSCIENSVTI
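Purified human 12hLO (150 nM final) was preincubated with compounds for 15 min at room temperature in 25 mM Hepes pH 7.0, 0.01% Triton X-100, then reacted with 40 uM arachidonic acid for 30 min. Hydroperoxide was detected with ferrous iron/xylenol orange.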
15-hLO-2 inh = qHTS Assay for Inhibitors of 15-hLO-2 (15-human lipoxygenase 2); purified 15hLO-2, xylenol orange hydroperoxide absorbance; actives 0.56% (n = 110,000); AID 881, 2007; Potency, µM (doses to about 57.1 µM), inactives show top-dose activity change, negative = inhibition, hits mostly inhibitors; also: potency is read from the fitted curve at half-maximal effect; nearly all actives have a fitted effect of over 60% in size; many of its hits are not listed in these tables
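Enzyme 50 nM, AA 45 uM, 25 mM Hepes pH 7.5 + 0.01% Triton X-100; cpd preinc 15 min RT, rxn 90 min RT; stop/detect with 200 uM XO + 300 uM Fe(II) in 50 mM H2SO4, 30 min; A573/A405.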
PNC inhibitor = High Content Assay for Compounds that inhibit the Assembly of the Perinucleolar Compartment; activity change (PNC), negative = inhibition, % at 10 µM; PC3M PTB-GFP, PNC prevalence imaging, 16 h; active compounds read low; actives 3.1% (n = 140,000);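 active = readout at or below -70, meaning at least 70% loss of cells showing the perinucleolar compartment, a nuclear body marking cancer cells; inconclusive = readout between -30 and a set limit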;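 also: plate controls were DMSO wells for no effect and camptothecin positive control wells for full effect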
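Read-out is percentage of cells bearing a perinucleolar compartment, from automated 20x imaging of fixed, Hoechst-stained PC3M PTB-GFP cells. Cells were seeded 4 h, then exposed 16 h to compound (23 nl of library stock) in duplicate plates.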
An asterisk follows results filed as active; ? = inconclusive; . = not tested or not shown; & = joins results of further samples; [ ] = dose if it differs, or a comment. Unless noted, calls follow the shape of the dose curve; as a rule, active = well fitted curve in the direction sought with a large enough effect; inconclusive = small, poorly fitted or top-dose-only effect, or another doubt; inactive = no such curve, though single readings can be large; an effect the other way counts as inactive or inconclusive. Unless noted, % is scaled to controls: 0 for no effect and ±100 for the full control effect. Not all compounds are listed, so the mix of outcomes need not match the whole.

SMILES	IMPase inh	12-hLO inh	15-hLO-2 inh	PNC inhibitor
Cc1cccc(Nc2nc(-c3ccccn3)cs2)n1	-12.4	1.8%	12.4%	-0.2
O=C(CC1S/C(=N/N=C/c2cccs2)NC1=O)Nc1ccc(Cl)cc1 (stereo not given)	.	0.6%	.	-11.6
COc1cccc(NS(=O)(=O)c2ccc3c(c2)n(C)c(=O)c(=O)n3C)c1	1.6	-1.6%	-2.0%	-7.3
Cc1cccc(Oc2nc(-c3ccccc3)cc(C)c2S(C)(=O)=O)c1C	9.7	-5.7%	3.2%	-25.7
COc1cc(C)c(NC(=S)Nc2cccc(Cl)c2C)cc1OC	7.6	-9.5%	.	5.9
COc1ccc(/C=C(/CC(=O)Nc2ccc(C)cc2)c2nc3ccccc3s2)cc1	.	-4.0%	.	24.0
O=C(O)[C@@H]1[C@@H](C(=O)NCc2cccnc2)[C@@H]2C=C[C@@H]1O2	.	-2.8%[11.4 µM]	-7.1%[11.4 µM]	.
COC(=O)c1ccc(SC2CCCCC2)c([N+](=O)[O-])c1	4.7	-0.8%	-5.7%	77.9
C=CCn1c(N)c(C(=O)OCC(C)C)c2nc3ccccc3nc21	-0.7	-6.9%	-10.6%	-9.4
O=C(CC1(O)C(=O)Nc2ccccc21)c1ccc(-n2cccc2)cc1 (stereo not given)	-1.6	7.2%	-23.3%	?
Cc1ccc(C)c(N2CCN(C(=O)C3CCCCN3S(=O)(=O)c3ccc(F)cc3)CC2)c1 (stereo not given)	11.7	-1.4%	17.3%	14.0
Cc1cc(C)c(NC(=O)COC(=O)CCc2ccc(S(=O)(=O)N3CCCCC3)cc2)c(C)c1	3.8	0.5%	.	28.2
CC(C)c1ccc2c(c1)C1(NN=C(c3ccccc3)S1)C(=O)N2 (stereo not given)	?	-2.5%	.	-29.3
Cn1cc(C(=O)NCCN2CCN(c3cccc(Cl)c3)CC2)c2c3ccccc3n(C)c2c1=O	4.1	-4.0%	4.7%	20.2
CC(C)COc1ccc(CN=C(N)N=C(N)N)cc1Cl	2.7	1.6%	.	-25.5

Next section; it opens with the 6 that closed the last part.
SMILES	IMPase inh	12-hLO inh	15-hLO-2 inh	PNC inhibitor
O=C(CC1(O)C(=O)Nc2ccccc21)c1ccc(-n2cccc2)cc1 (stereo not given)	-1.6	7.2%	-23.3%	?
Cc1ccc(C)c(N2CCN(C(=O)C3CCCCN3S(=O)(=O)c3ccc(F)cc3)CC2)c1 (stereo not given)	11.7	-1.4%	17.3%	14.0
Cc1cc(C)c(NC(=O)COC(=O)CCc2ccc(S(=O)(=O)N3CCCCC3)cc2)c(C)c1	3.8	0.5%	.	28.2
CC(C)c1ccc2c(c1)C1(NN=C(c3ccccc3)S1)C(=O)N2 (stereo not given)	?	-2.5%	.	-29.3
Cn1cc(C(=O)NCCN2CCN(c3cccc(Cl)c3)CC2)c2c3ccccc3n(C)c2c1=O	4.1	-4.0%	4.7%	20.2
CC(C)COc1ccc(CN=C(N)N=C(N)N)cc1Cl	2.7	1.6%	.	-25.5
C=CCSc1nc2c(c(=O)[nH]c(=O)n2C)n1Cc1ccc(C)cc1	2.2	2.2%	.	?
Cc1[nH]nc(SCC(=O)N2CCC(C)CC2)c1[N+](=O)[O-]	5.6	-5.3%	7.9%	42.9
Nc1ccc(CN2CCCCCC2)cc1	-5.8	3.6%	.	?
COC(=O)c1ccc(NC(=O)CN2C(=O)CSC2=O)cc1	1.0	4.4%	-1.7%	2.9
COC(=O)N1[C@H](C)C=C[C@]1(Cc1ccccc1)C(=O)OC	.	3.8%	-3.2%	.
CCOC(=O)c1c(NC(=O)CSc2nnc(Cc3ccccc3)o2)sc(C(C)=O)c1C	-25.3	-7.9%	-8.8%	-10.2
Cc1nc2ccccn2c1C(=O)NCc1cccnc1	-7.7	0.5%	5.9%	-85.5*
Cc1c(C=NCCOCc2ccccc2)cnn1C	-10.7	-0.6%	1.5%	?
O=C1CSC(c2cn(-c3ccccc3)nc2-c2ccc3c(c2)OCCO3)N1CCN1CCOCC1 (stereo not given)	-4.7	-2.9%	17.9%	28.2
C(=N/Nc1ccccn1)/c1cccnc1	.	-5.3%[11.4 µM]	-3.5%[11.4 µM]	.
CCOC(=O)c1[nH]c2ccc(OC)cc2c1NC(=S)N1CCN(c2ccc(F)cc2)CC1	-2.4	-3.2%	.	?
COc1ccc(C(c2nnnn2CS(=O)(=O)c2ccc(C)cc2)N2CCN(c3ncccn3)CC2)cc1 (stereo not given)	?	-3.2%	.	?
N#CCCSc1ncnc2c1oc1ccccc12	?	1.6%	0.2%	24.0
Cc1ccc(-c2nnn(CC(=O)NCC3CC3)n2)o1	-8.0	1.4%	3.0%	12.3
Cc1nnc(OCc2nc3ccccc3n2C)c2ccccc12	18.3	-2.7%	0.0%	0.4
Cc1ccccc1-c1nc(-c2ccc(NC(=O)c3ccc(Br)o3)cc2)no1	-9.1	0.5%	.	-16.8
COc1ccc(C(=O)NNC2=CC(=O)CC(C)(C)C2)cc1OC	.	-0.1%	.	50.2
CC(=O)Nc1ccc(NS(=O)(=O)c2cccc3ccccc23)cc1	-4.0	0.1%	3.8%	18.3
O=C(NCCCCCCNC(=O)ON=C1CCCCC1)ON=C1CCCCC1	.	1.9%[0.00818 µM]	12.2%[0.0915 µM]	.
CC[n+]1c(/C=C/Nc2ccccc2)sc2ccccc21	5.5	-8.1%	-2.5%	-28.2
COc1cc(-c2nnc(SCC3(c4ccccc4)OCCO3)o2)cc(OC)c1OC	10.0	2.9%	-3.0%	?
N=C1C(c2nc3ccccc3[nH]2)=C(O)CN1c1ccc(CC(=O)O)cc1	8.7	-2.9%	28.6%	-23.7
CCOC(=O)CC(=O)CSc1nc2c(C)c(C)ccc2cc1C	-3.5	-4.7%	2.9%	43.1
CC(C)N(Cc1nc(-c2ccc(Cl)cc2)no1)C(=O)CCCN1C(=O)c2ccccc2C1=O	8.7	-5.3%	-3.1%	12.2
Cc1ccc(CNC(=O)CCCn2c(=O)c3ccccc3n(CC(=O)NC3CCCC3)c2=O)cc1	1.7	2.0%	-13.7%	?
Cc1oc(C(=O)O)cc1COc1ccc2c3c(c(=O)oc2c1C)CCCC3	10.9	-2.5%	-3.3%	39.1
CC(C)C[C@H](NC(=O)Nc1ccc(S(N)(=O)=O)cc1)C(=O)O	3.7	1.8%	4.6%	-2.5
COC(=O)C1=C(N)Oc2cc(C)n(Cc3ccco3)c(=O)c2C1c1cccc(Cl)c1 (stereo not given)	12.2	-3.6%	5.9%	23.4
O=C(CCC(=O)OCC(=O)c1ccc(Br)cc1)Nc1ccc(Br)c2cccnc12	5.5	0.9%	-12.3%	-17.3
CN(C)/C=C1\N=C(c2ccc(Cl)cc2Cl)OC1=O	-1.9	-0.3%	0.3%	-0.5
COc1ccc2c(c1)OC/C(=C/c1cccs1)C2=O	-3.0	-2.5%	.	24.6
N#Cc1cc2cc3c(cc2nc1N1CCCCC1)OCCO3	1.0	0.9%	-7.9%	-28.8
c1ccc(N2CCN(c3ccccc3)C2c2cccnc2)cc1	?	4.0%	.	-24.1
CC(C)C(NC(=O)COc1ccccc1)C(=O)O (stereo not given)	-3.9	9.6%	-2.1%	15.1
COC(=O)CCC(=O)N1CCOCCOCCN(C(=O)CCC(=O)OC)CCOCCOCC1	11.3	-5.3%	.	45.0
COC(=O)Cn1nc(-c2ccc(C)c(S(=O)(=O)N(C)C)c2)c2ccccc2c1=O	0.2	-2.0%	-2.5%	-22.8
CCNC(=O)N(C(=O)NCC)n1c(C)nnc1C	-15.0	-2.5%	-1.6%	-14.6
Clc1ccc2c(NCc3ccccn3)ncnc2c1	-2.8	13.6%	7.6%	22.4
c1ccc(-c2nc(NCc3cccnc3)c3oc4ccccc4c3n2)cc1	11.4	?	5.4%	30.3
CSc1nc(-c2ccc(Cl)cc2)nn1C(=O)c1ccco1	10.8	3.9%	-6.2%	-20.4
Cc1cc(C)n(-c2ccc(C)c(Cl)c2)n1	.	-0.1%	.	-16.4
NNC(=O)CN1C(c2ccccc2Br)=Nc2ccc(Br)cc2C1c1ccccc1 (stereo not given)	-3.0	-16.6%	.	-23.8
O=C(CSc1ccc2c(c1)OCCO2)Nc1ncc(Cl)cc1Cl	6.5	-2.3%	-8.7%	?
Cc1ccc(C(=O)Nc2ccc3c(c2)nc2n3CCSC2)cc1	-7.1	-5.8%	11.6%	15.7
CCCc1c(O)nc(SCCN(CCC)CCC)[nH]c1=O	3.5	2.0%	0.9%	10.5
Cc1cc(NC(=O)c2ccccc2F)on1	.	0.3%	.	55.8
CCOC(=O)c1cnn(-c2cccc(Cl)c2)c1N	1.5	-4.2%	1.5%	12.9
CCC(Sc1nc2cc3c(cc2c(=O)n1Cc1ccco1)OCO3)C(=O)Nc1ccccc1OC (stereo not given)	7.8	1.9%	-2.0%	21.8
CC(=O)c1c(NCc2ccccc2)nc(=O)n(-c2ccccc2)c1C	2.4	-5.5%	1.9%	13.4
Cc1nc(SCC(=O)Nc2cc(C)on2)c2c(=O)n(C)c(=O)n(C)c2n1	-1.7	-3.5%	-3.7%	34.5
COc1cccc(C(=O)Cn2c(N3CCOCC3)nc3c2c(=O)n(C)c(=O)n3C)c1	3.3	-2.4%	-11.3%	13.6
O=C1CCNc2cc3ccccc3cc21	6.1	?	-20.4%	-10.8
NCCCCC(=O)O	-1.0	0.4%&-2.2%	1.6%&8.9%	.
Cc1cccc(N2CCN(C(=O)CSc3ccsc3[N+](=O)[O-])CC2C)c1 (stereo not given)	.	-1.1%	.	-19.6
CCn1c(-c2ccco2)nc2ccccc21	0.2	7.7%	-3.2%	?
O=C(N/N=C/c1c[nH]c2ccccc12)C1COc2ccccc2O1 (stereo not given)	2.5	2.2%	.	?
Cc1nc2ccccn2c1C(=O)N/N=C/c1ccc2c(c1)OCO2	.	-0.7%	.	14.4
CCCCOCCCNC(=O)c1ccc2c(c1)OCO2	7.6	-14.4%	2.3%	12.7
Cc1ccc2[nH]c(C)c(CCNC(=O)C3CCCCC3C(=O)OCC(F)(F)F)c2c1 (stereo not given)	.	-5.9%	.	?
CCOC(=O)Oc1ccc2c(=O)c(Oc3cccc(C)c3)coc2c1	0.2	-4.0%	8.8%	41.5
New compounds follow:
SMILES	IMPase inh	12-hLO inh	15-hLO-2 inh	PNC inhibitor
CCC(C)NC(=O)CNS(=O)(=O)c1ccc(C)cc1 (stereo not given)	7.8	2.1%	.	-29.4
COCCn1c(C)cc(C2=NNC(=Nc3ccc(OC)cc3)SC2)c1C	4.1	?	?	?
C[C@H]1[C@H](C)CC[C@]2(C(=O)O)CC[C@]3(C)C(=CC[C@@H]4[C@]5(C)C[C@H](O)[C@@H](O)[C@@](C)(CO)[C@@H]5[C@H](O)C[C@@]43C)[C@H]12	.	2.7%[11.4 µM]	3.6%[11.4 µM]	.
O=C(O)C12C[C@H]3C[C@@H](C1)CC(n1ncc(N4CCN(c5ccccc5)CC4)c(Cl)c1=O)(C3)C2	.	-3.2%	.	5.1
CCCN1C2CCCC1CC(NC(=O)c1cc(OC)c(OC)c(OC)c1)C2 (stereo not given)	6.9	0.1%	5.1%	-28.7
Cc1nnc(SCC(=O)Nc2ccc(-c3nc4ccccc4s3)cc2)s1	.	0.0%	.	11.2
CSc1c(C#N)c(N)c(C#N)c2c1COC(C)(C)C2	.	-2.3%	.	9.3
Cc1ccc(N(C(=O)Cn2nnc3ccccc32)C(C(=O)NC2CCCCC2)c2cn(C)nc2C)cc1 (stereo not given)	-2.4	-6.2%	8.9%	15.5
O=C(NC(=S)Nc1ccccc1N1CCOCC1)c1ccc(-c2cc(Cl)ccc2Cl)o1	1.3	-2.9%	.	-21.4
